High-throughput results as filed in PubChem BioAssay.
RORg inh = qHTS for inhibitors of ROR gamma transcriptional activity. Nuclear receptor ROR-gamma (Mus musculus), P51450. Drosophila S2 Gal4-RORgamma UAS-luciferase reporter, 20 h. Potency, µM (highest dose often 53.6 µM), inactives show at the highest dose activity change, negative = inhibition, usual class: inhibitors. 5.4% of 310,000 active. AID 2551, 2010; note: potency is the fitted concentration of half-maximal effect; % is set by controls: 0 for no effect and ±100 for the full control effect; nearly all actives have a fitted effect of over 60% in size
Target sequence (P51450 whole entry, looked up, the tested form may be a part): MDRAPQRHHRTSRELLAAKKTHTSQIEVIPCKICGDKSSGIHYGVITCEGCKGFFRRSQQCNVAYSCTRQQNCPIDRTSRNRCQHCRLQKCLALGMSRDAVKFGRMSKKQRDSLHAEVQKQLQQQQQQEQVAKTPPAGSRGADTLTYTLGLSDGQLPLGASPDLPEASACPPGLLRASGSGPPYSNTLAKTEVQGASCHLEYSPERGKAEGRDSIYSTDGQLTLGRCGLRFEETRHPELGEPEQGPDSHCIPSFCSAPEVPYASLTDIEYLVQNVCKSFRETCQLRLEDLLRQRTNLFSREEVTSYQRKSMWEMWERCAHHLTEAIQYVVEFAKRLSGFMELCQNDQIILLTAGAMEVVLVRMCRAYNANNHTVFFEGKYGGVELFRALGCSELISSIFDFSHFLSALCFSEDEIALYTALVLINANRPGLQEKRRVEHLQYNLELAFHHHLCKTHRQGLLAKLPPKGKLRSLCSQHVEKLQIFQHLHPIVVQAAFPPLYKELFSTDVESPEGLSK
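A Gal4/UAS one-hybrid system in insect cells: metallothionein-promoter Gal4–ROR gamma fusion plus Photinus luciferase reporter. Copper sulfate 700 uM final, 20 hr ambient incubation, luminescent detection after 10 min with reagent.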
PKM2 activator = qHTS Assay for Activators of Human Muscle isoform 2 Pyruvate Kinase | Pyruvate kinase PKM (Homo sapiens), P14618 | purified PKM2, Kinase-Glo ATP luminescence, activation; response scale: 0% is enzyme alone, no compound | Potency, µM (titrated, usually from 57.5 µM), without a hit: at the highest dose activation, actives largely listed as activators | 0.34% of 260,000 active; note: potency is the fitted concentration of half-maximal effect; % is set by controls: 0 for no effect and ±100 for the full control effect; nearly all actives have a fitted effect of over 55% in size
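hPK-M2, >95% pure; 0.1 mM ADP / 0.5 mM PEP final; imidazole pH7.2 buffer w/ 7 mM MgCl2, 50 mM KCl; 1 h RT; Kinase-Glo lum. Intermediate enzyme activity for dual inhibitor/activator qHTS.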
VP16 counter = VP16 counterscreen qHTS for inhibitors of ROR gamma transcriptional activity | 3.5% of 310,000 active | Drosophila S2 Gal4-VP16 UAS-luciferase, luminescence, 20 h | AID 2546, 2010 | Potency, µM (top dose mostly 53.6 µM), inactives show at the highest dose activity, negative = inhibition, usual class: inhibitors;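 note: Gal4-VP16 expression switched on by copper sulfate through the metallothionein promoter; potency is the fitted concentration of half-maximal effect; % is set by controls: 0 for no effect and ±100 for the full control effect; nearly all actives have a fitted effect of over 50% in size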
Rab9 promoter act = qHTS Assay for Rab9 Promoter Activators; 2.8% of 320,000 active; AID 485297, 2010; Huh7 Rab9 promoter-luciferase reporter, luminescence, 24 h; Potency, µM (doses to about 9.22 µM), without a hit: at the highest dose activation, negative = inhibition, actives largely listed as activators; note: potency is the fitted concentration of half-maximal effect; % of control where 0% means no effect; nearly all actives have a fitted effect of over 60% in size
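Luminescence read-out: Huh7 cells stably expressing Rab9-luciferase, treated 24 h with compound at 37 °C, then lysed with luciferase reagent for 10 min at ambient before reading.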
p53 reactivation = qHTS assay for re-activators of p53 using a Luc reporter; H1299 p53-A138V BP100-luciferase reporter, luminescence, 24 h; Potency, µM (highest dose often 92.2 µM), for the others: top-dose activity change, positive = activation, hits mostly activators; 0.063% of 320,000 active; AID 504706, 2011; note: potency is the fitted concentration of half-maximal effect; % of control where 0% means no effect; nearly all actives have a fitted effect of over 45% in size
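H1299 (p53-null), stable ts p53-A138V + BP100-Luc; 1000 cells/well, Opti-MEM/10% FBS; cpd 4 pt, 1:5; 24 h, 37 deg C, 5% CO2; detection reagent 10 min RT; luminescence.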
ELG1 genotox = qHTS screen for small molecules that induce genotoxicity in human embryonic kidney (HEK293T) cells expressing luciferase-tagged ELG1. HEK293T ELG1-luciferase reporter, luminescence, 16 h. Potency, µM (doses to about 46 µM), inactives show at the highest dose activity change, positive = activation, usual class: activators. 1.3% of 330,000 active. AID 504466, 2011; note: potency is the fitted concentration of half-maximal effect; % of control where 0% means no effect; nearly all actives have a fitted effect of over 60% in size
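DMSO vehicle served as control against compound-treated ELG1-luciferase HEK293T cells; exposure lasted 16 hr at 37 °C and 5% CO2, followed by ONE-Glo luminescence detection after 30 min.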
NPC1 promoter act = qHTS Assay for NPC1 Promoter Activators; Huh7 NPC1 promoter luciferase reporter, 24 h; Potency, µM (doses to about 9.22 µM), for inactives: top-dose activation, hits mostly activators; 2.4% of 320,000 active;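 note: potency is the fitted concentration of half-maximal effect; % of control where 0% means no effect; nearly all actives have a fitted effect of over 60% in size; reporter is driven by a mutant NPC1 promoter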
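Quantitative HTS used a cell-based reporter: Huh7 cells stably bearing the NPC1 promoter upstream of luciferase were treated with compounds for 24 h, and promoter activation was read as luminescence.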
Menin-MLL TR inh = qHTS Assay for Inhibitors Targeting the Menin-MLL Interaction in MLL Related Leukemias: Competition With Texas Red Labeled MLL-derived Mutant Peptide; Potency, µM (series often up to 61.6 µM), for inactives: at the top dose FP activity change, negative = inhibition, hits mostly inhibitors; 0.23% of 270,000 active; Menin + Texas Red MLL mutant peptide, fluorescence polarization; O00255; active = well fitted inhibition curve with a large enough effect in the polarisation, with a control signal flat, not every such curve was filed as active; inconclusive = small, poorly fitted or top-dose-only effect, or effect the other way, or a change in a side signal; inactive = no such curve, though single readings can be large or run the other way; the % refers to the polarisation; note: potency is the fitted concentration of half-maximal effect; % of control where 0% means no effect; many of its hits are not listed in these tables
BRCA1 expr up = qHTS Assay to Identify Small Molecule Activators of BRCA1 Expression | Potency, µM (top dose mostly 46.1 µM), for inactives: at the highest dose activation, most hits filed as activators | MCF7-BRCA1-FFLuc reporter, luminescence, 48 h; response scale: scaled: vehicle 0%, 10 µM genistein 100% | 1.1% of 380,000 active; note: potency is the fitted concentration of half-maximal effect; nearly all actives have a fitted effect of over 80% in size; some results filed as inactive show a strong effect at the top dose
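Reporter cells (MCF7, BRCA1 promoter-firefly luciferase) received library compounds across a concentration series for 48 h. End-point luminescence was measured and concentration-effect curves derived after normalization.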
FLuc counter = qHTS profiling assay for firefly luciferase inhibitor/activator using purifed enzyme and Km concentrations of substrates (counterscreen for miR-21 project). Potency, µM (top dose mostly 57.5 µM), for inactives: top-dose activity change, negative = inhibition, actives largely listed as inhibitors. 6.9% of 360,000 active. AID 588342, 2011. purified FLuc, Km substrates, luminescence inhibition;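 note: potency is the fitted concentration of half-maximal effect; plate controls were vehicle for no effect and reference inhibitor for full effect; nearly all actives have a fitted effect of over 55% in size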
Target sequence (P08659 whole entry, looked up): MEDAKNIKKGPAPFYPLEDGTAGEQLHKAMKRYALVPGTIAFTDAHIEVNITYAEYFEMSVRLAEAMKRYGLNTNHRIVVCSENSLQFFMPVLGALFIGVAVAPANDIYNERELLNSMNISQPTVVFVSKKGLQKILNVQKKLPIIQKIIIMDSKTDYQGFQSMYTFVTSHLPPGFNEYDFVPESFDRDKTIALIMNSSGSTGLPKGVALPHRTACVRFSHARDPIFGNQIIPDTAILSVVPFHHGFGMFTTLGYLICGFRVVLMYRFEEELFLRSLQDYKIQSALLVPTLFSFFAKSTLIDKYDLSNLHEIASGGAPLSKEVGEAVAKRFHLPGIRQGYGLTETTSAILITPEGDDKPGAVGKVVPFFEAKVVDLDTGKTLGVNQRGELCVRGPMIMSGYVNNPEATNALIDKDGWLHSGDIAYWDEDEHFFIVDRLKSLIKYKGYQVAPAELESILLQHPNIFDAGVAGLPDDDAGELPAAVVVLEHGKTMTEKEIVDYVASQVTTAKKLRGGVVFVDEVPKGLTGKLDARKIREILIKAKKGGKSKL
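Purified P. pyralis luciferase (10nM final) with 10uM D-luciferin and 10uM ATP (Km levels) in 50mM Tris acetate pH 7.5, 10mM Mg acetate, 0.01% Tween-20, 0.05% BSA; qHTS 6-point titration, ~60 µM downward; luminescence read.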
Giardia kill = Small Molecules that selectively kill Giardia lamblia: qHTS. AID 540267, 2011. activity change, % at 7.66 µM, hits read low. Giardia lamblia trophozoite viability. 0.15% of 340,000 active; in the data active = activity change below about -80%; inconclusive = between about -30% and that limit;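 note: parasites exposed to compound for two days anaerobically before the ATP read; % is set by controls: 0 for no effect and ±100 for the full control effect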
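Viability, read as ATP luminescence: trophozoites at 100 cells/well, compound added, 48 hrs anaerobic at 37 deg C, then 15-30 min room-temperature development before reading.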
Active calls of the source: *; ? = inconclusive; nt = not tested or not shown; [ ] = remark or other dose. Unless noted, calls come from the whole dose curve; as a rule, active = well fitted curve in the direction sought with a large enough effect; inconclusive = small, poorly fitted or top-dose-only effect, or another doubt; inactive = no such curve, though single readings can be large; an effect the other way counts as inactive or inconclusive.

SMILES	RORg inh	PKM2 activator	VP16 counter	Rab9 promoter act	p53 reactivation	ELG1 genotox	NPC1 promoter act	Menin-MLL TR inh	BRCA1 expr up	FLuc counter	Giardia kill
CCCCCCN(C(=O)CCCCCN1C(=O)NC(c2ccc(-c3ccccc3)cc2)C(C(=O)OCc2ccccc2)=C1C)C(C(=O)NCCCC)c1ccc(OCC(=O)OC)c(C(=O)OC)c1 (configuration not stated)	-2%	-4%	-5%	-7%	-11%	4%	-8%	nt	nt	-3%	nt
Cc1cc(Cl)ccc1OCC(=O)OCC(=O)N(CC(C)C)c1c(N)n(Cc2ccccc2)c(=O)[nH]c1=O	nt	nt	nt	2%	-7%	1%	2%	nt	3%	-1%	-8
N/C(Cc1ccc(Cl)cc1Cl)=N\OC(=O)c1cccs1	13µM*	3%	?	12%	15%	0%	4%	?	38%	-20%	1
COc1ccccc1NC(=O)Cc1nnc(SCC(=O)NC2CCCCC2)n1C	-1%	nt	-2%	1%	-2%	3%	4%	-13%	1%	-3%	6
S=C(NCCc1ccccc1)NC1CCC(NC(=S)NCCc2ccccc2)CC1 (configuration not stated)	-3%	8%	0%	-3%	0%	12%	-3%	?	1%	-1%	-25
C[C@@H]1NC(=O)c2cc([N+](=O)[O-])cc(I)c2NCCCC[C@@H](C(N)=O)NC(=O)[C@H](CC(N)=O)NC1=O	-1%	-13%	-20%	-1%	2%	1%	-6%	-10%	19%	2%	-7
O=C(Nc1nc(-c2ccccn2)cs1)c1cc2ccccc2o1	1.6µM*	nt	11µM*	4%	?	-8%	9%	?	2%	5.4µM*	-9
Cc1ccc(CNC(=O)C2CC(=O)N(c3ccc(OCC(=O)N4CCCC4)cc3)C2)cc1 (configuration not stated)	-18%	-17%	3%	8%	-5%	2%	-6%	-7%	2%	-1%	-10
Cc1ccc(S(=O)(=O)NCC(=O)OCC(=O)NC(=O)c2cccn2C)cc1	-12%	-1%	-2%	0%	3%	0%	0%	-3%	-3%	7%	-8
Clc1ccc(N/N=C/c2cccs2)nn1	?	3%	?	?	0%	16%	15%	?	30%	-6%	4
Cc1nc2c(-c3ccc(F)cc3)c(C)nn2c(C)c1CCC(=O)Nc1ccccc1	8%	-1%	-2%	-3%	-4%	-4%	-4%	nt	-4%	-1%	11
Cc1noc(C)c1COC(=O)C1COc2ccccc2O1 (configuration not stated)	-23%	-4%	-2%	1%	-3%	-1%	0%	-3%	4%	2%	10
Cc1ccc(OCC(=O)Nc2cccc(-c3nnc(-c4ccccc4)o3)c2)cc1	?	-1%	?	?	?	2%	?	23%	?	?	3
CCOC(=O)/C(C#N)=C\c1c(C)cc(C)c(COC(C)=O)c1C	-6%	1%	24%	-1%	-3%	0%	-4%	-4%	2%	?	3
Cc1[nH]c(=S)c(C#N)c(-c2ccco2)c1C(=O)N(C)C	?	-46%	-6%	2%	0%	-5%	-5%	-19%	-16%	-14%	-2
O=c1oc(/C=C/c2ccccc2)nc2sc3c(c12)CCC3	23%	-9%	14%	?	29%	14µM*	21%	nt	?	0.95µM*	5
Cc1nc([N+](=O)[O-])c(Br)n1Cc1ccccc1	?	-4%	?	-26%	-16%	-5%	0%	nt	-64%	-2%	-5
CC(C(=O)NCC1CCCCC1)N1CCc2ccccc2C1 (configuration not stated)	10%	-7%	4%	1%	-1%	-7%	-3%	?	-13%	2%	-16
Cn1c(CCN2CCOCC2)nc2cc(NC(=O)c3cccs3)ccc21	?	-5%	11%	-4%	10%	-1%	-3%	-6%	21%	1%	7
COC(=O)C(CC(=O)c1ccc(Cl)cc1)c1ccc(C(C)C)cc1 (configuration not stated)	41%	16%	17%	-1%	20%	0%	20%	-19%	35%	?	8
CS(=O)(=O)N(CCc1ccccc1)CC(=O)NCc1ccc(Cl)cc1	30%	-15%	2%	-11%	-4%	-12%	-3%	7%	-8%	1%	-12
Cc1cnc(NC(=O)CSc2ccccc2)s1	?	-2%	?	15%	22%	?	4%	-2%	76%	?	1
O=C(CC1SC(N2CCCCC2)=NC1=O)Nc1ccc(C(=O)NCCc2ccc(F)cc2)cc1 (configuration not stated)	nt	nt	nt	2%	-10%	1%	3%	nt	14%	-15%	-8
O=C(CN1CCN(c2ccccc2O)CC1)Nc1ccnn1C1CCCC1	nt	nt	nt	2%	-12%	-3%	-4%	nt	-14%	nt	11
CCOc1ccc(S(=O)(=O)N2CCCCC2)c(C)c1C	?	3%	0%	-12%	-3%	-5%	-6%	?	-6%	7%	9
Later entries:
SMILES	RORg inh	PKM2 activator	VP16 counter	Rab9 promoter act	p53 reactivation	ELG1 genotox	NPC1 promoter act	Menin-MLL TR inh	BRCA1 expr up	FLuc counter	Giardia kill
CCNC(=O)COC(=O)c1cc(-c2ccc(OC)cc2)nc2ccccc12	-1%	-10%	-20%	18%	3%	7%	13%	46%[activator]	46%	5.4µM*	-3
COc1ccc(CNC(=O)N2CCc3ccccc3C2)cc1Cl	17%	nt	-2%	1%[1.84 µM]	1%	1%	-2%	3%	-4%	-8%	-10
Cc1ccc(OCC(=O)c2ccc(Cl)s2)c([N+](=O)[O-])n1	?	10%	20µM*	-5%	4%	-6%	-2%	?	4%	?	-15
O=C1CCc2cc(S(=O)(=O)NC3CCCCC3)ccc2N1	nt	nt	nt	2%	-9%	5%	1%	nt	0%	1%	6
Cn1c2ccccc2c2cnn(CC(=O)Nc3ccc(F)cc3F)c(=O)c21	-6%	0%	3%	1%	-4%	-1%	?	nt	-14%	-3%	3
C#CCn1c(=NC(=O)CSCC(=O)N2CCOCC2)sc2ccccc21	4%	6%	-1%	2%	-2%	1%	-1%	3%	-42%	2%	15
Cc1ccc(NC(=O)C2CCN(C(=O)c3ccccc3C)CC2)nc1	nt	nt	nt	-2%	-2%	-1%	1%	nt	-6%	3%	-1
Cc1ccc(OCC(=O)N/N=C/c2c[nH]c3ccccc23)c([N+](=O)[O-])c1	3%	8%	13%	-3%	5%	0%	-2%	?	-18%	?	-8
CCOC(=O)C1=C(C)NC2=C(C(=O)CCC2)C1c1cc(OC)ccc1OC (configuration not stated)	9%	-10%	3%	-7%	-11%	-3%	4%	-13%	7%	0%	-4
Cc1ccc(NC(=O)C2(c3ccccc3)CCOCC2)cc1	0%	-3%	5%	-2%	-3%	0%	-1%	17%	1%	2%	?
CC1=Nc2cc(C(=O)NCc3ccco3)ccc2Sc2ccc(C)cc21	-7%[10 µM]	11%	0%	-25%	10%	?	-12%	-19%	-89%	-1%	4
CCNC(=O)CN(c1ccc(CC)cc1)S(C)(=O)=O	-28%	-2%	4%	-2%	-1%	1%	2%	7%	-20%	0%	9
O=C(COC(=O)c1c(Cl)cccc1Cl)NC1CCCCC1	26%	-8%	0%	-38%[inhibitor]	-3%	4%	-1%	?	50%	-14%	13
CC(CC(=O)Nc1ccc(F)cc1)S(=O)(=O)c1ccc2c(c1)NC(=O)CO2 (configuration not stated)	5%	-2%[0.46 µM]	-2%	0%	-6%	-1%	-3%	0%	-15%	-2%	2
CCCCN(CC)CCCNC(=O)c1cc2cc3ccc(C)cc3nc2o1	13%	nt	-1%	-6%	-1%	-1%	5%	-19%	-26%	-1%	21
O=C(C[n+]1cc(-c2ccccc2)n2c1CCC2)OCc1ccccc1	-12%	0%	7%	-5%	3%	8%	-1%	-21%	-10%	6%	-25
COc1ccc(CCNC(=O)CC2SC(=NCCC(C)C)NC2=O)cc1OC (configuration not stated)	-14%	1%	4%	-3%	0%	2%	0%	-12%	4%	0%	16
CCCc1nnc(NC(=O)CCC(=O)N2CCN(c3ccccn3)CC2)s1	3%	1%	-4%	-5%	-4%	2%	-2%	-10%	0%	1%	13
N#CC1(NC(=O)COC(=O)Cn2[nH]c(=O)c3ccccc3c2=O)CCCCC1	nt	nt	nt	2%	-2%	1%	1%	nt	2%	-1%	-6
O=C(c1ccc(Cn2ccc([N+](=O)[O-])n2)cc1)N1CCN(Cc2ccccc2)CC1	7%	13%	-3%	-11%	11%	-10%	1%	nt	-29%	2%	-12
CCN1CCc2c(OCC(=O)Nc3cccc(C)c3)cccc2C1=O	22%	10%	-7%	2%	2%	-7%	1%	-12%	-23%	-2%	0
Cc1ccc(NC(=O)CSc2nn(-c3ccc(Cl)cc3)c(=S)s2)cc1S(=O)(=O)N(C)C	-15%[10 µM]	-17%	-8%	-9%	-1%	1%	1%	-7%	-79%	-10%	-5

The list is partial; rates above refer to the full screens.
